TEAD-YAP block: TEAD-YAP interaction inhibition, primary screen, TEAD-YAP interaction inhibitor project, luminescence, HEK-TIYL cells. TEAD-Gal4/YAP UAS-luciferase luminescence. inhibition, % at 9.12 µM. 640,000 compounds, 1.4% hits. AID 1259422, 2018; in the data active means inhibition above about 32%;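 further: 0% = median of test compound wells and 100% = reference inhibitor wells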
FBW7 activator: FBW7 E3 ligase activators, primary screen, biochemical, AlphaScreen, human | 650,000 compounds, 0.13% hits | AlphaScreen FBW7–phospho-cyclin E peptide binding, activator screen | normalized activity (activation), % at 26.1 µM | F-box/WD repeat-containing protein 7 (Homo sapiens), Q969H0 | AID 1259310, 2017; in the data active means normalized activity above about 1.9%;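 further: purified mutant Fbw7 with reduced substrate affinity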
GPR151 ag: activators of human GPR151, primary screen, cell-based, PathHunter beta-arrestin, luminescence; 650,000 compounds, 1% hits; PathHunter beta-arrestin GPR151 cells; activation, % at 11.2 µM; G-protein coupled receptor 151 (Homo sapiens), Q8TDV0; AID 1508602, 2020; in the data active means activation above about 4.9%;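 further: 0% = median of compound wells and 100% = cells with positive control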
Target sequence (Q8TDV0 whole entry, looked up): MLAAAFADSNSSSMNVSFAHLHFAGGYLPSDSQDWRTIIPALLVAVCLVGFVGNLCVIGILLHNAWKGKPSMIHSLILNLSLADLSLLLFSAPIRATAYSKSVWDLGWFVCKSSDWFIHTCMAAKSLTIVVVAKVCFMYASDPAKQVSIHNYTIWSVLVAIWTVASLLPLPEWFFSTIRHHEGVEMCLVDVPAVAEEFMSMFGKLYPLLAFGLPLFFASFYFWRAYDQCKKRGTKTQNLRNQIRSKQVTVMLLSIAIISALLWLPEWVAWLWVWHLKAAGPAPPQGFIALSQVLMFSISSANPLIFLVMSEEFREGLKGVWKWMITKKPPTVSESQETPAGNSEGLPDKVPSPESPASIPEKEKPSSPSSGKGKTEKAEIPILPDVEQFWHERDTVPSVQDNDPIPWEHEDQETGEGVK
MITF primary: MITF inhibitors, primary screen, biochemical, AlphaScreen, human. AlphaScreen MITF homodimerization, bead proximity signal. inhibition, % at 2.6 µM. 650,000 compounds, 0.91% hits. AID 1259374, 2018; in the data active means inhibition above about 50%;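 further: 0% = vehicle wells with protein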
Target sequence (O75030 whole entry, looked up): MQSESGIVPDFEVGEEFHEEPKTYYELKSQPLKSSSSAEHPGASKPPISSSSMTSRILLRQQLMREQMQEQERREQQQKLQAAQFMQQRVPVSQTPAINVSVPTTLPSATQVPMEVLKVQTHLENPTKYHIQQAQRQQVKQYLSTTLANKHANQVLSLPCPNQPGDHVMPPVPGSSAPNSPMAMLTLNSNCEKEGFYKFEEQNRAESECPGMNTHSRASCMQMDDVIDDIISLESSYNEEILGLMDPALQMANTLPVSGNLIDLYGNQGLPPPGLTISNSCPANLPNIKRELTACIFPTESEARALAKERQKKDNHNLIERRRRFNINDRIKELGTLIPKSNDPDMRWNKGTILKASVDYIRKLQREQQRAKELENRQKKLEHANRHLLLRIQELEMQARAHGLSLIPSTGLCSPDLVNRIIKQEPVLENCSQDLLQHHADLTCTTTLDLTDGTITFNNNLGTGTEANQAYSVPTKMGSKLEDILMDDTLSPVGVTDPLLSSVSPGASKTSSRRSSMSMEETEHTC
The depositor's hits bear a star; & = joins results of further samples; ! = repeats disagree.

Each structure is followed by: TEAD-YAP block | FBW7 activator | GPR151 ag | MITF primary
FC(F)(F)c1ccc(Nc2nc(NCc3nc4ccccc4[nH]3)c3ncn(C4CCCCC4)c3n2)cc1
  -1 | 0.4 | -1.1 | 14
COC(=O)c1ccc(C(=O)N2CCOCC2)cc1
  6 | 0.1 | -0.2 | 5
Cn1cccc1/C=C1\NC(=S)NC1=O
  -32 | -0.1 | -1.0 | 29
CCOC(=O)c1c(/N=c2\oc3ccccc3cc2C(N)=O)sc2c1CCCC2
  10 | -0.1 | -0.5 | -7
CN1C(=O)c2cccc3c(Br)cc(Br)c1c23
  8 | 0.0 | 0.8 | -2
COCc1cc(C)nc(SCC(=O)Nc2ccccc2C(=O)c2ccccc2)c1C#N
  5 | 0.3 | 0.8 | 7
COc1ccc(/C=C2/C=C(c3ccc(C)cc3)OC2=O)cc1OC
  -6 | 0.0 | -0.4 | 0
CCOC(=O)N1CCN(C(=O)c2ccc(N3CC4CC(C3)c3cccc(=O)n3C4)c(NC(=O)c3cc(OC)cc(OC)c3)c2)CC1 (configuration not stated)
  -3 | 0.0 | -0.4 | 7
CC(C)[C@@H](Cn1nc(C2CC2)ccc1=O)NC(=O)C1CC1
  -6 | 0.3 | -1.0 | 5
COc1c2occc2cc2ccc(=O)oc12
  -2&-9 | 2.0*! | -0.8&-1.5&0.1 | 1&2&3
CCCCSc1nnc(NC(=O)COn2nnc3ccc([N+](=O)[O-])cc32)s1
  5 | -0.1 | 0.0 | 4
CC(C)NC(=O)CSc1ccccc1C(=O)NCCc1c[nH]c2ccccc12
  -3 | -0.1 | 0.3 | -2
COC(=O)c1ccc2c(=O)n(CCc3ccc(S(N)(=O)=O)cc3)c(SCc3cc(F)cc4c3OCOC4)nc2c1
  -5 | -0.1 | -0.8 | -13
CC(C)CCNCC(O)Cn1c2ccccc2c2ccccc21 (configuration not stated)
  1 | 0.2 | 2.8 | 6
COc1ccccc1CNC(=O)c1sc(=S)n(-c2ccccc2)c1N
  3 | 0.1 | 0.9 | 24
COc1cc(OC)c(/C=C(\C#N)C(=O)Nc2ccccc2F)cc1Br
  6 | -0.1 | 1.0 | 7
CCCCNC(=O)c1c[nH]c2ccc(S(=O)(=O)N(C)c3ccc(Br)cc3)cc2c1=O
  2 | 0.5 | -1.0 | -6
COc1ccc(-c2ccnc(SCC(=O)N3CCN(c4ccccn4)CC3)n2)cc1
  6 | -0.2 | 2.1 | -16
CC(=O)CCc1oc2ccc(C)cc2c1-c1ccc(Br)cc1
  -25 | 0.3 | -0.1 | 20
CCOC(=O)CCN(Cc1ccccc1F)S(=O)(=O)c1ccc2c(c1)OCCO2
  3 | 0.0 | 0.4 | -9
Cc1ccc(-c2nn(CN3CC(C)OC(C)C3)c(=S)o2)cc1 (configuration not stated)
  -2 | 0.0 | 1.6 | -15
COc1ccc(Cl)cc1C(=O)O/N=C(\N)Cc1ccc([N+](=O)[O-])cc1
  4 | -0.4 | 0.6 | -3
COc1ccccc1N1CCN(CCNS(=O)(=O)c2cccnc2)CC1
  5 | 0.2 | -0.9 | 9
CN1C(=O)/C(=C/c2cccc([N+](=O)[O-])c2)N(C)C1=S
  3 | 0.1 | -1.0 | 19
COc1ccc(Nc2ccc(-c3ccc(OC)nc3)cn2)cn1
  -10 | -0.5 | -1.5 | 1
COc1ccccc1C(=O)NNC(=O)C1CC1
  3 | 0.0 | -0.3 | 2
O=C(CSc1ccc(F)cc1)N1CCN(Cc2nc3ccccc3[nH]2)CC1
  -8 | -0.1 | 0.6 | -7
C=CCSc1nc2sc3c(c2c(=O)[nH]1)CCc1ccccc1-3
  11 | 0.1 | 3.2 | 7
Cn1c2ccccc2n2c3cnc(N4CCCCC4)nc3c(=O)c(C#N)c12
  2 | -0.2 | 1.2 | 34
CCOC(=O)CNC(=S)NC(=O)c1ccc(OC)c(OC)c1
  7 | 0.0 | -1.1 | -5
O=c1[nH]c2ccc(Br)cc2c(-c2ccccc2)c1CN1CCOCC1
  9 | -0.3 | 1.8 | -8
CCc1ccc(N/C(SCc2ccc(C)cc2C)=C(/C#N)C(=O)NCc2ccco2)cc1
  2 | 0.6 | -0.6 | 15
Cc1nn(-c2ccccc2)c(Cl)c1C1N=C(c2ccccc2)NO1 (configuration not stated)
  29 | -0.1 | 1.7 | -2
COc1cc2[nH]c(=O)n(CCCC(=O)NC(C)C)c(=O)c2cc1OC
  -2 | -0.2 | 0.2 | 4
CCOc1ccccc1N/C(SCc1ccccc1C)=C(/C#N)C(=O)NCc1ccccc1
  -3 | -0.1 | 2.2 | -1
CCOC(=O)c1c(NC(=O)c2cc(Cl)ccc2OC)sc2c1CCCC2
  5 | 0.0 | 0.2 | 10
CCN1C(=O)C(O)(c2c[nH]c3ccccc23)c2cc(Br)ccc21 (configuration not stated)
  5 | -0.1 | -0.2 | 7
COC(=O)C1=C(C(=O)OC)SC(=C2C(=S)C(C)(C)N(C(=O)Cc3ccccc3)c3c(C)cc(C)cc32)S1
  2 | -0.2 | -0.7 | -4
O=C(COc1ccccc1)NCC(=O)NC1CCCCC1
  2 | -0.1 | 1.3 | 3
NC(=O)c1ccc(N=Cc2ccc(OCc3ccccc3)cc2)cc1
  -4 | -0.1 | -1.7 | 1

Carrying on.
canonical_smiles,TEAD-YAP block,FBW7 activator,GPR151 ag,MITF primary
Oc1ccc2ccccc2c1CN(Cc1ccccc1)Cc1ccccc1,8,0.0,0.6,1
O=C(Nc1ccc(I)cn1)c1cccnc1,19,0.6,1.0,0
CCOc1ccccc1NC(=O)NNC(=O)C(C)(C)C,5,0.0,-0.2,-6
CCCn1c(COc2ccc(C(=O)O)cc2)nc2ccccc21,5,-0.2,2.8,-9
CC(=O)Nc1ccc(C(=O)Nc2cccc(C)c2N2CCC3(CC2)OCCO3)o1,4,-0.1,1.6,6
Cn1c(=O)cc(OCC(=O)NCc2ccccn2)c2ccccc21,3,0.9,-1.0,15
Cc1c(CN2CCCC(CO)(Cc3cccc(Cl)c3)C2)cnn1C (configuration not stated),-3,0.0,0.2,-4
OC(c1ccncc1)c1ccc2c(c1)CN(Cc1cc3c(cc1Cl)OCO3)CCO2 (configuration not stated),7,-0.1,-1.1,3
Cc1ccc(NC(=O)CCC(=O)N/N=C/c2c(O)ccc3ccccc23)cc1,4,-0.1,-0.8,6
CC[C@H](NC(=O)c1ccccc1Oc1nc(OC)cc(OC)n1)C(=O)O,0,-0.1,1.1,4
COc1cc(NC(=O)c2ccc3nc(Nc4nc5ccccc5n4C)sc3c2)cc(OC)c1OC,-28,-0.2,0.1,13
CC(=O)N/C(=C\c1ccccc1)C(=O)O,-8,0.1,1.6,-5
N=c1oc2ccccc2cc1C(=O)Nc1ccc(Cl)cc1Cl,0,0.1,0.8,-13
O=C1CC(c2ccc(F)cc2)n2ncnc2N1 (configuration not stated),-1,-0.1,-0.3,-19
CCOC(=O)c1c(-c2ccc(C)cc2)csc1/N=C/c1nc(-c2ccco2)oc1O,2,-0.2,0.0,6
COc1ccc(C)cc1NC(=O)c1sc2ncnc(N3CCN(c4ccccc4OC)CC3)c2c1C,-2,-0.2,1.3,-11
CCN(c1ccccc1)S(=O)(=O)c1ccc2[nH]cc(C(=O)NCC3CCCO3)c(=O)c2c1 (configuration not stated),5,-0.1,0.2,3
COc1ccc(CCNC(=O)C(C)(C(F)(F)F)C(F)(F)F)cc1OC,14,0.2,1.7,17
CCOc1cc(C2C(C(=O)OC3CCCCC3)=C(C)NC3=C2C(=O)CC(c2ccc(Cl)cc2)C3)cc(Cl)c1O (configuration not stated),19,-0.2,1.4,8
CCS(=O)(=O)c1ccc2oc(SCC(=O)c3ccco3)nc2c1,3,-0.2,-0.1,4
Cc1ccccc1-c1nc(CN2CCCC(C(=O)NCc3cccnc3)C2)c(C)o1 (configuration not stated),0,0.1,1.8,13
CCC(=O)Nc1ccccc1N1CCCC1,5,0.0,2.1,4
Clc1ccc(C2=NN(c3ccccc3)C(c3ccco3)C2)cc1 (configuration not stated),-18,1.4,0.2,-11
O=C(NCCCc1ccncc1)C1CC12CCN(Cc1nc3ccccc3[nH]1)CC2 (configuration not stated),-9,-0.1,0.5,-9
COc1ccc(-c2coc3c(O)c(OC)ccc3c2=O)cc1,-31,-0.1,-1.0,7
COCCC(=O)N1CCc2c([nH]c3ccccc23)C1c1cccc(C)n1 (configuration not stated),-2,0.2,-0.3,0
COc1ccc(-c2onc(C)c2I)cc1,-4,0.3,-0.5,10
CC1CCCC(NC(=O)c2cn(C)c3ccc(S(=O)(=O)N4CCCC4)cc3c2=O)C1C (configuration not stated),2,-0.2,0.6,14
COc1ccc2nc(NC(=O)CSc3nc(C)cc(C)n3)sc2c1,-4,0.8,-0.6,-13
Cc1ccc(C2=Nc3ccccc3N=C(C(F)(F)F)C2)cc1,-47,-0.3,-1.0,0
O=C(CNS(=O)(=O)c1ccccc1)OCC(=O)c1ccc(Br)cc1,3,-0.1,1.9,2
COc1ccc(NC(=O)NN2CCN(C)CC2)cc1OC,0,0.0,4.6,1
Cc1ccsc1CN1CCN2C(=O)[C@H](Cc3ccc(O)cc3)NC(=O)[C@H]2C1,-5,-0.2,0.4,-9
O=C1N=C(N2CCOCC2)S/C1=C\c1ccc(C(=O)O)cc1,0,-0.1,0.8,5
COc1ccc(N2C(=O)CC(NCc3ccc(Cl)cc3)C2=O)cc1 (configuration not stated),-7,0.1,-1.8,16
Cc1nc(C)c(C(=O)Nc2ccc(Br)c(C)c2)o1,-2,0.2,-1.2,0
Cc1ccc(/C(O)=C/C(=O)C(=O)/C=C(\O)c2ccc(C)cc2C)c(C)c1,-15,0.6,2.6,8
Cc1cc(=O)n(-c2ccccc2)o1,7,0.1,1.3,7
COc1ccc(-c2csc3ncnc(NCCO)c23)cc1,38*,1.4,2.0,-2
COc1cccc(C(=O)Nc2ccc(I)cc2)c1OC,-81,0.0,3.2,1
COc1ccc(COC(=O)C2=C(C)Nc3nnnn3C2c2ccc(N(C)C)cc2)cc1 (configuration not stated),-1,0.7,0.9,0
COC(=O)C1(C(F)(F)F)N=C2C(C)=CC=CN2C(c2cccc(Cl)c2)=N1 (configuration not stated),-20,0.1,0.1,-16
O=C(O)[C@H]1CN(C(=O)c2ccco2)C[C@@H]1c1ccc(F)cc1,-13,0.0,2.3,-5
CCCc1ccc(-c2ccc(C(=O)Nc3nc4ccc(C)cc4s3)cc2)nc1,-1,0.2,1.9,1
CCN(CC)CCOCCOC(=O)C1(c2ccccc2)CCCC1,9&-6&1,0.1&0.0&0.1&-0.1&0.0,0.3&-1.6&0.8&0.3&1.3,9&23&-7&34&-10
CCOC(=O)c1c(CSCc2ccccc2)n(C)c2cc(Br)c(OC)cc12,1,0.0,0.3,12
Cc1nc(CN2CCN(C(=O)CCC3(Cc4ccsc4)CCC(=O)N3)CC2)cs1 (configuration not stated),8,0.1,1.4,-7
O=C(CCn1nnc2ccccc2c1=O)NCCc1c[nH]c2ccccc12,10,-0.1,0.3,5

Record cards, as listed above.
O=C(CCn1nnc2ccccc2c1=O)NCCc1c[nH]c2ccccc12 reads TEAD-YAP block = 10; FBW7 activator = -0.1; GPR151 ag = 0.3; MITF primary = 5
COC(=O)C1(C(F)(F)F)N=C2C(C)=CC=CN2C(c2cccc(Cl)c2)=N1 (configuration not stated) reads TEAD-YAP block = -20; FBW7 activator = 0.1; GPR151 ag = 0.1; MITF primary = -16

(cont.)
canonical_smiles,TEAD-YAP block,FBW7 activator,GPR151 ag,MITF primary
COc1ccc(COC(=O)C2=C(C)NC3=C(C(=O)CCC3)C2c2cc3c(cc2[N+](=O)[O-])OCO3)cc1 (configuration not stated),5,-1.0,0.7,1
Cc1ccnc(NC(=O)CCNc2c(N3CCCC3)c(=O)c2=O)c1,8,-0.1,1.5,-1
CC1=C(C(=O)Nc2ccccc2C)C(c2ccc(Br)cc2)NC(=S)N1 (configuration not stated),0,0.0,-0.5,-5
CCOC(=O)c1[nH]c(C)c(CN(Cc2ccccc2)S(=O)(=O)CC)c1C,3,-0.1,0.3,6
Cc1cc[n+](CC(=O)c2ccc(NC(=O)c3ccccc3)cc2)cc1,7,-0.1,-2.6,15
Cc1ccccc1NC(=O)CSc1ccsc1[N+](=O)[O-],11,0.0,-1.1,34
Cc1cc(C)n(-c2ncnc3ccccc23)n1,-2,0.5,-0.6,22
O=C(Nc1ccc(Cl)cc1Cl)c1c(O)c2ccccc2[nH]c1=O,6,0.1,0.0,-5
CC(C)Oc1ccc(CN2CCc3nnc(CNC(=O)c4ccccn4)n3CC2)cc1,-2,-0.3,0.1,2
COc1ccc(/C=C2\C(=O)NC(=O)N(Cc3ccccc3)C2=O)c(OC)c1,5,0.1,-0.1,10
Cc1ccc(S(=O)(=O)N(CC(=O)Nc2ccccc2C(=O)O)c2ccccc2C)cc1,5,0.1,-0.9,8
COc1ccc(C(=O)C2CCN(C(=O)Nc3cccc(C)c3)CC2)cc1,10,-0.1,0.1,2

Screens (PubChem)

Hits appear at their usual frequency; overall some 3.5% were active at least once.
